From PubChem BioAssay
IkB signaling: suppresses IkB signaling in ABC-DLBCL reporter cells; AID 445; 110,000 tested, 0.04% active; ABC-DLBCL IkBa-CBG/CBR dual luciferase ratio, 4 h; response scale: scaled: untreated 0%, proteasome inhibitor 100%; Potency, µM (series often up to 57.1 µM), for the others: at the highest dose IkBa stabilization activation; active means well fitted curve in the direction sought with a large enough effect in the signal ratio, not every such curve was filed as active; inconclusive means small, poorly fitted or top-dose-only effect, or a change in a side signal; the % refers to the signal ratio;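 further: the direction sought is a rising ratio; 0% = basal untreated cells and 100% = reference inhibitor full response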
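Curves were fitted separately to fusion (green), unfused (red) and ratio luminescence, then classed by r2, magnitude and activity. Cells: OCI-Ly3, 4 h compound plus doxycycline at 37C; 10 uM MG-132 defined full response.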
p53ts 39C kill: cytotoxicity in p53ts cells at nonpermissive temperature. Potency, µM (series often up to 46.1 µM), for the others: top-dose activity change, negative = cell killing, most hits filed as cytotoxic. 130,000 tested, 1.5% active. AID 902. H1299-p53A138V viability at 39C, ATP luminescence, 24 h; further: nearly all actives have a fitted effect of over 55% in size
Peg3 imprint: induces erasure of genomic imprints in mouse ES cells. mouse ES Peg3-LacZ reporter, beta-gal luminescence, 40 h. Potency, µM (highest dose often 60.7 µM), for inactives: at the highest dose activity change, positive = activation, hits mostly activators. 110,000 tested, 0.02% active;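 further: 0% = negative control wells on the plate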
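Imprint erasure is scored as LacZ activity from the silenced maternal Peg3 allele in feeder-free female ES cells cultured 40 h with LIF. Luminescence is normalized to in-plate negative controls and fitted to the Hill equation.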
p53ts 32C tox: p53ts cell cytotoxicity, permissive temperature; 130,000 tested, 0.93% active; Potency, µM (highest dose often 46.1 µM), without a hit: at the highest dose activity change, negative = cytotoxicity, most hits filed as cytotoxic; H1299-p53A138V at 32C, ATP luminescence viability, 24 h; AID 924;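 further: 0% = DMSO and -100% = full killing by reference compound; nearly all actives have a fitted effect of over 55% in size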
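Cells: H1299 p53ts (A138V), 600/well, pre-incubated 16–30 h at 37C. Cpd up to 46 uM, 24 h, 32C. Readout: ATPlite luminescence, 20 min RT. Normalization: DMSO vs tamoxifen 100 uM. AC50 by Hill equation.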
The depositor's hits bear a star; u = inconclusive; x = not tested or not shown; & = joins results of further samples; [ ] = remark or other dose. Unless noted, the call rests on the fitted dose curve; in most records, active means well fitted curve in the direction sought with a large enough effect; inconclusive means small, poorly fitted or top-dose-only effect, or another doubt; inactive means no such curve, though single readings can be large; an effect the other way counts as inactive or inconclusive. Unless noted, on the % scale 0 is the no-effect control and ±100 the full control effect; potency means the concentration at half of the fitted maximal effect.

Values run as follows: Peg3 imprint	p53ts 32C tox	p53ts 39C kill	IkB signaling
CCNc1ncc2nc(CCc3ccccc3)c(=O)n(-c3ccc(OC)cc3)c2n1
 : x	-4.5%	-5.5%	-1.1%[11.4 µM]
COc1ccc(-c2csc3ncnc(Nc4cccc(OC)c4)c23)cc1
 : -7.8%[10.9 µM]	-17.2%	-10.9%	u
COc1cc(NC(=O)c2cccc(F)c2)ccc1NC(=O)c1cc2ccccc2o1
 : -15.9%[10.9 µM]	8.2%	-5.4%	-1.8%
O=C(NCc1ccco1)c1ccccc1Br
 : -7.6%	6.6%	13.7%	-1.1%
COc1cc(OC)c(NS(=O)(=O)c2coc(C(N)=O)c2)cc1Cl
 : 17.4%	-6.9%	8.4%	2.3%
CC1CCN(c2c(NCc3ccc(C(=O)NCc4cccnc4)cc3)c(=O)c2=O)CC1
 : -5.0%	1.0%	11.0%	-0.6%
CC1(C)Cc2ccccc2C(=NCCCC(=O)O)N1
 : 3.1%	0.8%	-5.7%	-1.0%
CCOC(=O)C1CCCN(c2cc(C)nc3cc(-c4ccc(F)cc4)nn23)C1 (stereo unspecified)
 : -12.1%	u	u	3.8%
CCOC(=O)C1=C(c2ccccc2)NC(=O)NC1c1ccc(OCC#N)c(OC)c1 (stereo unspecified)
 : -7.2%	8.6%	0.0%	-1.4%
COc1ccc(-c2sccc2C(C)C(=O)O)cc1 (stereo unspecified)
 : x	-7.5%	-1.4%	0.0%
CS(=O)(=O)Nc1ccc(C(=O)NCCC2=CCCCC2)cc1
 : -11.6%	2.1%	1.5%	-1.9%
CCc1ccc(-n2nc(CO)c(C(=O)NCC(c3ccccc3)c3ccccc3)n2)cc1
 : -4.5%[10.9 µM]	-1.0%	-26.3%	-0.3%
N#Cc1c(NC(=O)CN2CCN(S(=O)(=O)c3ccc4c(c3)OCCO4)CC2)sc2c1CCC2
 : -10.5%	-4.6%	2.7%	0.3%
Cc1cc(NC(=O)c2cc(-c3cccs3)nc3ccccc23)no1
 : -18.9%	10.6%	-11.3%	-2.0%
Cc1cc(=O)oc2c3c(ccc12)OCN(Cc1ccccc1Cl)C3
 : 10.5%[10.9 µM]	-3.6%	u	-1.7%
CCS(=O)(=O)c1ncc(Cl)c(C(=O)N(Cc2ccccc2)c2ccc(OC)cc2)n1
 : -39.1%[inhibitor][10.9 µM]	20µM*	5.01µM*	u
Cc1ccc2nc(N(Cc3cccnc3)C(=O)CCS(=O)(=O)c3ccccc3)sc2c1
 : -5.5%[10.9 µM]	-6.8%	u	u
Cc1cccc(NC(=O)c2nnn(CC(=O)Nc3ccc(C(C)C)cc3)c2N)c1C
 : 11.1%[10.9 µM]	-3.2%	24.8%	-3.1%
COc1ccc(Cn2nnnc2C(c2cccs2)N2CCN(c3ccccc3)CC2)cc1 (stereo unspecified)
 : -8.2%	10.3%	-0.5%	1.3%
COc1cc(-c2noc(CN3CCN(c4cccc(Cl)c4)CC3)n2)cc(OC)c1OC
 : -19.5%[10.9 µM]	4.2%	-17.4%	2.9%

(listing goes on)
Values run as follows: Peg3 imprint	p53ts 32C tox	p53ts 39C kill	IkB signaling
Cc1cccc2c(=O)cc(CSc3ccccc3NC(=O)c3cccc(Br)c3)[nH]c12
 : -2.8%[10.9 µM]	20.1%	-22.4%	u
CCCOc1ccc(CN(C(=O)c2cc(=O)c3ccc(C)cc3o2)C2CCS(=O)(=O)C2)cc1 (stereo unspecified)
 : -4.5%[10.9 µM]	5.5%	1.9%	-0.9%
CC(C)CC(=O)NCC(c1ccc2c(c1)OCO2)N1CCN(c2ccccc2F)CC1 (stereo unspecified)
 : u	-8.5%	-21.6%	u
CCc1ccc(OCC(=O)Nc2cc3oc4ccccc4c3cc2OC)c(Br)c1
 : 11.4%[10.9 µM]	-0.1%	12.0%	3.4%
CCn1c(SCc2nc(-c3ccccc3)no2)nnc1-c1ccco1
 : x	3.4%	0.8%	x
O=S(=O)(Nc1ccc(F)c(Cl)c1)c1ccc(Br)s1
 : 6.0%[10.9 µM]	32.9%[activator]	-8.4%	u
Cc1cc(C)c(NC(=O)Cc2ccc(-n3c(C)nc4cccnc43)cc2)c(C)c1
 : -14.4%[10.9 µM]	11.9%	0.9%	0.1%
CCC(=O)N1CCc2cc(S(=O)(=O)NC(C(=O)N3CCc4ccccc4C3)C(C)C)ccc21 (stereo unspecified)
 : -5.9%	-1.8%	1.3%	-1.7%
C=CCNC(=O)CN1CCC(O)(c2ccccc2)CC1
 : 3.6%	-2.8%	3.1%	1.5%
O=C(Nc1cccc(F)c1)C1CCN(S(=O)(=O)c2cccc3nsnc23)CC1
 : -9.5%[10.9 µM]	1.1%	1.7%	u
O=c1c2c3nc4ccccc4nc3n(/N=C/c3cccs3)c2ncn1-c1ccccc1
 : -8.0%	2.1%	4.5%	0.1%
O=[N+]([O-])c1cccc2c(Br)[nH]nc12
 : 6.1%&-25.4%&-14.3%	-8.7%	14.8%	0.1%&-4.9%
CCc1ccc(CNC(=O)CCc2c(C)nn(-c3ccc(N4CCCCC4)nn3)c2C)cc1
 : -8.3%[10.9 µM]	-8.5%	-18.2%	u
O=C(COc1ccc(F)cc1Br)NCc1ccccn1
 : -7.6%	-5.2%	-13.1%	0.8%
CCCCCCCC/C=C\CCCCCCCC(=O)NCCO
 : -10.8%&-7.9%	6.8%	-12.3%	0.7%&6.1%
CC(C)=CC(=O)Nc1ccc2c(c1)OCO2
 : -89.4%[inhibitor]	10µM*	u	0.7%
Cc1cccc(OCCOCCSc2ncccn2)c1
 : -15.2%	-9.8%	-9.0%	-0.7%
N#CCCN1CCN(C(CNS(=O)(=O)c2ccc(Cl)cc2)c2ccccc2)CC1 (stereo unspecified)
 : -34.7%[inhibitor]	-0.6%	2.0%	0.2%
COC(=O)c1ccccc1NC(=O)Cn1c(=O)n(CCCC(=O)NCc2ccccc2OC)c(=O)c2ccccc21
 : -6.9%[10.9 µM]	-1.4%	-3.8%	u
CC(C)c1ccc(NC(=O)C2CCN(c3nc(-c4ccc(C(C)C)cc4)no3)CC2)cc1
 : 2.0%[10.9 µM]	-16.0%	-24.4%	u

Full records, looked up by structure. Order of screens: Peg3 imprint, p53ts 32C tox, p53ts 39C kill, IkB signaling
O=c1c2c3nc4ccccc4nc3n(/N=C/c3cccs3)c2ncn1-c1ccccc1 in the list: -8.0%, 2.1%, 4.5%, 0.1%
COc1ccc(Cn2nnnc2C(c2cccs2)N2CCN(c3ccccc3)CC2)cc1 (stereo unspecified) in the list: -8.2%, 10.3%, -0.5%, 1.3%
O=C(Nc1cccc(F)c1)C1CCN(S(=O)(=O)c2cccc3nsnc23)CC1 in the list: -9.5%[10.9 µM], 1.1%, 1.7%, u
CCS(=O)(=O)c1ncc(Cl)c(C(=O)N(Cc2ccccc2)c2ccc(OC)cc2)n1 in the list: -39.1%[inhibitor][10.9 µM], 20µM*, 5.01µM*, u

Going on with the list.
Values run as follows: Peg3 imprint	p53ts 32C tox	p53ts 39C kill	IkB signaling
Cc1cc(C)nc(-n2nc(C)cc2NC(=O)COC(=O)CCC(=O)c2cccs2)n1
 : 10.8%	0.7%	2.2%	0.0%
O=C(COC(=O)c1cccnc1Nc1ccccc1F)NCc1ccc2c(c1)OCO2
 : -5.7%	-21.5%	u	1.1%
O=C(c1ccco1)N1CCN(C(=O)C2Cc3ccccc3CN2S(=O)(=O)c2ccc(F)cc2)CC1 (stereo unspecified)
 : 2.2%	3.3%	2.6%	0.8%
O=C(CN1C(=O)c2cccc3cccc1c23)N1CCc2ccccc2C1
 : -13.7%	-8.7%	-21.6%	3.4%
COc1ccc2c(c1)CC(C(=O)NCCN1CCN(c3ccccc3F)CC1)CO2 (stereo unspecified)
 : -5.8%[10.9 µM]	-10.5%	-8.4%	2.8%
CCc1ccc(C(=O)Nc2cccc(-c3nc4cc(C(C)C)ccc4o3)c2)cc1
 : -17.0%[10.9 µM]	-18.9%	4.9%	u
CC(NC(=O)Cn1cnnn1)C12CC3CC(CC(C3)C1)C2 (stereo unspecified)
 : -0.6%	3.6%	6.5%	0.6%
COc1ccc(CCNC(=O)c2cc(-c3cccs3)on2)cc1OC
 : -1.1%	-0.5%	-2.5%	0.4%
Cc1cccc(NC(=O)NCCN2C(=O)C3C4C=CC(C4)C3C2=O)c1 (stereo unspecified)
 : -12.3%	-12.1%	-29.5%	1.1%
O=C(NCSc1ccncn1)c1ccccc1
 : -8.8%	6.3%	-9.3%	-1.3%
CCN(CC)CCCN1C(=O)C(O)=C(C(=O)c2cc3ccccc3o2)C1c1ccccn1 (stereo unspecified)
 : 2.7%	-2.0%	1.1%	3.7%
Cc1ccccc1-c1nc2cc(N)ccc2o1
 : -56.9%[inhibitor]	u	u	0.8%
CCn1c(C)csc1=NC(=O)c1ccccc1O
 : -16.8%	u	u	-3.2%
CC(=O)Nc1ccc(NC(=O)c2cc3sccc3n2Cc2ccc(Cl)cc2)cc1
 : -9.8%[10.9 µM]	-11.9%	u	-1.3%
Cc1cccc(N2CCN(S(=O)(=O)c3ccc4c(c3)c(=O)n(C)c(=O)n4C)CC2C)c1 (stereo unspecified)
 : -3.0%	9.3%	-2.2%	-1.2%
Nc1nc(CSc2nc3ccccc3[nH]2)nc(N2CCOCC2)n1
 : -2.7%	7.0%	1.5%	-0.8%
COc1ccc(CNCCCO)cc1OC
 : x	5.7%	12.4%	x
Cc1cccc(NS(=O)(=O)c2cccs2)n1
 : -1.2%	5.0%	12.4%	0.8%
O=C(COC(=O)c1n[nH]c2ccccc12)NC(=O)NCc1ccco1
 : -2.6%	-1.8%	-9.4%	3.0%
N#Cc1cccc(NC(=O)N2CC[C@@]3(CCCN(S(=O)(=O)c4ccccc4)C3)C2)c1
 : x	-4.4%	-6.4%	-0.1%[11.4 µM]

No new results follow: entries from further up.
Values run as follows: Peg3 imprint	p53ts 32C tox	p53ts 39C kill	IkB signaling
CCc1ccc(C(=O)Nc2cccc(-c3nc4cc(C(C)C)ccc4o3)c2)cc1
 : -17.0%[10.9 µM]	-18.9%	4.9%	u
CC(NC(=O)Cn1cnnn1)C12CC3CC(CC(C3)C1)C2 (stereo unspecified)
 : -0.6%	3.6%	6.5%	0.6%
COc1ccc(CCNC(=O)c2cc(-c3cccs3)on2)cc1OC
 : -1.1%	-0.5%	-2.5%	0.4%
Cc1cccc(NC(=O)NCCN2C(=O)C3C4C=CC(C4)C3C2=O)c1 (stereo unspecified)
 : -12.3%	-12.1%	-29.5%	1.1%
O=C(NCSc1ccncn1)c1ccccc1
 : -8.8%	6.3%	-9.3%	-1.3%
CCN(CC)CCCN1C(=O)C(O)=C(C(=O)c2cc3ccccc3o2)C1c1ccccn1 (stereo unspecified)
 : 2.7%	-2.0%	1.1%	3.7%

Going on with the list.
Values run as follows: Peg3 imprint	p53ts 32C tox	p53ts 39C kill	IkB signaling
CCCCOC(=O)Cn1c(=N)n(CCC)c2ccccc21
 : -5.2%	-7.6%	8.9%	-0.9%
Oc1ccccc1
 : 3.4%	x	x	-2.1%
C#CC(C)(CC)NC(=O)c1cc(OC)c(OC)c(OC)c1 (stereo unspecified)
 : -1.3%	-1.7%	1.4%	-0.9%
CCc1ccc(NC(=O)C(=O)NCCc2csc(-c3cccc(F)c3)n2)cc1
 : -12.7%[10.9 µM]	-9.0%	-7.3%	2.6%
C#CCOC(=O)NC(/C=C/CCCC)c1ccccc1 (stereo unspecified)
 : -7.2%	5.8%	3.2%	x
COC(=O)N1CCC[C@@]2(CCN(C(=O)Nc3ccccc3)C2)C1
 : x	-4.4%	-2.2%	1.0%[11.4 µM]
Cc1nc2ccc(S(=O)(=O)NCC(=O)NCCN3CCCCCC3)cc2s1
 : -24.2%	26.4%	12.4%	-0.4%
COc1ccc(C(C)=O)cc1CSc1nc(Nc2ccc(F)c(F)c2)c2ccccc2n1
 : -6.4%[10.9 µM]	3.2%	-19.6%	0.3%
